Screening results from PubChem BioAssay.
HCMV inh – human cytomegalovirus inhibition; activity change, negative = inhibition, % at 57.5 µM; HFF cells, HCMV-luciferase reporter, 72 h; active compounds read low; 410,000 tested, 4.5% active; in the data active = activity change below about -60%; inconclusive = no clear call, values can overlap the other calls; inactive = above about -39%
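Compounds were evaluated in HFFs infected with an HCMV luciferase reporter virus (MOI 1 PFU/cell). Luciferase in lysates collected 72 h post infection served as the replication measure.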
Sm TGR inh – S. mansoni TGR enzyme inhibition; Potency, µM (top dose mostly 114 µM), for the others: at the top dose activity change, negative = inhibition, hits mostly inhibitors; purified TGR, DTNB reduction, TNB absorbance 405 nm; Q962Y6; AID 485364; 360,000 tested, 3% active; also: potency is read from the fitted curve at half-maximal effect; nearly all actives have a fitted effect of over 60% in size
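TGR 20 nM + NADPH 100 uM (dispensed conc.), cpd preinc 15 min RT; start with NADPH (500 uM addition) then DTNB (15 mM addition). Kinetic TNB absorbance, 405 nm filter. Four-parameter Hill fit across titration.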
FBPA Giardia inh – inhibitors of Giardia lamblia fructose-1,6-bisphosphate aldolase; 290,000 tested, 0.71% active; purified Giardia FBPA; Potency, µM (series often up to 59.6 µM), inactives show top-dose activity, negative = inhibition, actives largely listed as inhibitors; AID 2451; A8B2U2; also: potency is read from the fitted curve at half-maximal effect; nearly all actives have a fitted effect of over 55% in size
Target sequence (A8B2U2 whole entry, looked up): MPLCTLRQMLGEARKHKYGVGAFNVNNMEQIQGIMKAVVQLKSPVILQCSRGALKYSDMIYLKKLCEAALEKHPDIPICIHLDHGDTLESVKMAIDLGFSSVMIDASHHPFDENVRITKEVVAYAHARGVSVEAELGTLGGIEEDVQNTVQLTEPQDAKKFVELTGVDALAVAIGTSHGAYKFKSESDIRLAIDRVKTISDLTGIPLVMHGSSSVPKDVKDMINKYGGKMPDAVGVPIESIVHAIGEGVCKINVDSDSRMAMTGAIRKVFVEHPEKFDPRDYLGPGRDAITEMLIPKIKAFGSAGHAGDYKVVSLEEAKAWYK
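Giardia FBPA (40 nM reagent) was preincubated 10 min at RT with compound (up to 57.5 uM final), then substrate plus GAPDH/TPI/NAD/arsenate coupling system with diaphorase/resazurin was added; resorufin fluorescence (525/598 nm) was read after 20 min.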
AmpC no deterg – blocks E. coli AmpC beta-lactamase in detergent-free assay. 330,000 tested, 0.52% active. Potency, µM (titrated, usually from 57.1 µM), for inactives: at the highest dose activity change, negative = inhibition, hits mostly inhibitors. AmpC nitrocefin hydrolysis, absorbance 480 nm, 0.0001% Triton. P00811;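 also: potency is read from the fitted curve at half-maximal effect; plate controls were no compound for no effect and no enzyme for full effect; nearly all actives have a fitted effect of over 20% in size; some results filed as inactive show a strong effect at the top dose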
Target sequence (P00811 whole entry, looked up): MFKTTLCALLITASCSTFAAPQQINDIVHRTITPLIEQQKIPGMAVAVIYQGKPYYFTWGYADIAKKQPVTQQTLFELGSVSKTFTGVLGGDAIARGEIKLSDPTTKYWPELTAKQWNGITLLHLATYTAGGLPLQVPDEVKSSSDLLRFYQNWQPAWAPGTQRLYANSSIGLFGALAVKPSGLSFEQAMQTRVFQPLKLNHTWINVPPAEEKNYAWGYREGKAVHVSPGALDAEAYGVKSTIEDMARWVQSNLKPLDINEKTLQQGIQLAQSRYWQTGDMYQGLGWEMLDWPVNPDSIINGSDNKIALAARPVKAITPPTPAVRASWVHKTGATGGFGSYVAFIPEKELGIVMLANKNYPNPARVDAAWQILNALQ
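AmpC (5.3 nM in the dispensed reagent) in 20 mM phosphate pH 7.0 with 0.01% (detergent screen) or 0.0001% Triton X-100 was preincubated with compounds for 15 min at room temperature. Nitrocefin was then added from an 800 uM solution, and hydrolysis was followed at 480 nm.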
HCV inhibitor – HCV inhibition | Potency, µM (series often up to 41.8 µM), inactives show at the highest dose activity change, negative = inhibition, most hits filed as inhibitors | AID 651820 | 340,000 tested, 3.4% active | Huh7.5.1 HCVcc-Cre infection, luciferase reporter, 44 h; also: potency is read from the fitted curve at half-maximal effect
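1,000 cells/well; 4 h culture; + compound; + HCVcc-Cre (~0.5 moi); 44 h; luciferase substrate, RT 15 min; read 15 sec.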
AmpC detergent – AmpC beta-lactamase inhibition with detergent present; P00811; AmpC hydrolysis of nitrocefin, absorbance 480 nm, 0.01% Triton; Potency, µM (series often up to 114 µM), for the others: at the highest dose activity change, negative = inhibition, actives largely listed as inhibitors; 370,000 tested, 0.041% active; AID 485294;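 also: potency is read from the fitted curve at half-maximal effect; 0% = no-compound wells and -100% = no-enzyme wells; nearly all actives have a fitted effect of over 25% in size; some results filed as inactive show a strong effect at the top dose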
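AmpC (5.3 nM in the dispensed reagent) in 20 mM phosphate pH 7.0 with 0.01% (detergent screen) or 0.0001% Triton X-100 was preincubated with compounds for 15 min at room temperature. Nitrocefin was then added from an 800 uM solution, and hydrolysis was followed at 480 nm.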
Numbers without * were called inactive; ? = inconclusive; . = no result given; [ ] = remark or other dose. Unless noted, calls follow the shape of the dose curve; as a rule, active = well fitted curve in the direction sought with a large enough effect; inconclusive = small, poorly fitted or top-dose-only effect, or another doubt; inactive = no such curve, though single readings can be large; an effect the other way counts as inactive or inconclusive. Unless noted, % is scaled to controls: 0 for no effect and ±100 for the full control effect. Rows are unselected, and some 9.9% of all compounds hit somewhere here.

Screens by letter: A = HCMV inh; B = Sm TGR inh; C = FBPA Giardia inh; D = AmpC no deterg; E = HCV inhibitor; F = AmpC detergent
> CCCN1C2CCCC1CC(NC(=O)c1cccc(Cl)c1)C2 (configuration not stated)
  A: -29	B: -7%	C: -8%	D: -19%	E: 18%	F: -7%

> CN(C)c1ccc(/C=C2\CCCc3c2nc2ccccc2c3C(=O)O)cc1
  A: 104	B: -12%	C: .	D: -29%	E: 1%	F: 1%

> CCCc1cc(C(=O)Nc2cccc([N+](=O)[O-])c2)cs1
  A: 4	B: 12%	C: -19%	D: -54%	E: ?	F: -10%

> N#CCC(=O)N/N=C/c1ccccc1Cl
  A: -31	B: -7%	C: 2%	D: -20%	E: -17%	F: -6%

> CCC1(CC)NC(=O)N(CC(=O)Nc2ccc(OCc3ccccc3)cc2)C1=O
  A: 29	B: .	C: .	D: 20%	E: ?	F: .

> CCOc1ccc(CCNc2nc3ccccc3n3cnnc23)cc1OCC
  A: -11	B: 5%	C: -6%	D: 24%	E: ?	F: 2%

> Cc1ccc(S(=O)(=O)Nc2ccc3c(c2)CC(=O)N([C@H](C)CO)C[C@@H](C)[C@H](CN(C)S(=O)(=O)c2ccccc2)O3)cc1
  A: 38	B: .	C: .	D: 255%[activator]	E: 8%	F: .

> Cc1ccc(Cn2ncc3c(N4CCN(CCc5ccccc5)CC4)ncnc32)cc1
  A: -31	B: 11%	C: 6%	D: 18%	E: 5µM*	F: -4%

> CC(OC(=O)c1cc(S(=O)(=O)N(C)C)ccc1N1CCCC1)C(=O)NCc1ccccc1 (configuration not stated)
  A: -5	B: 2%	C: .	D: 25%	E: -17%	F: 7%

> COc1ccc(/C=C2/SC(=O)NC2=O)cc1
  A: 3	B: 0%	C: 5%	D: -40%	E: 7%	F: -3%

Single records, from the list above. Order of values: HCMV inh | Sm TGR inh | FBPA Giardia inh | AmpC no deterg | HCV inhibitor | AmpC detergent
Cc1ccc(S(=O)(=O)Nc2ccc3c(c2)CC(=O)N([C@H](C)CO)C[C@@H](C)[C@H](CN(C)S(=O)(=O)c2ccccc2)O3)cc1 across the screens: 38 | . | . | 255%[activator] | 8% | .
CC(OC(=O)c1cc(S(=O)(=O)N(C)C)ccc1N1CCCC1)C(=O)NCc1ccccc1 (configuration not stated) across the screens: -5 | 2% | . | 25% | -17% | 7%
CCCN1C2CCCC1CC(NC(=O)c1cccc(Cl)c1)C2 (configuration not stated) across the screens: -29 | -7% | -8% | -19% | 18% | -7%

New compounds follow.
Screens by letter: A = HCMV inh; B = Sm TGR inh; C = FBPA Giardia inh; D = AmpC no deterg; E = HCV inhibitor; F = AmpC detergent
> Cc1csc(SCC(=O)NC(C)c2ccccc2)n1 (configuration not stated)
  A: -25	B: -1%	C: 1%	D: -15%	E: -2%	F: 0%

> COc1ccc([C@H]2CC(=O)C=C(c3cccc(CO)c3)C2)cc1OC
  A: 17	B: -6%	C: .	D: 2%	E: -21%	F: 2%

> Cc1cc2n(n1)C(c1cccs1)Nc1ccccc1-2 (configuration not stated)
  A: -19	B: -8%	C: -2%	D: -14%	E: 2.8µM*	F: 4%

> CN(C)S(=O)(=O)c1cccc(NC(=S)Nc2cccc3cnccc23)c1
  A: -72*	B: 10µM*	C: 2.5µM*	D: -27%	E: -26%	F: -7%

> C=CCOc1ccc(/C=N/NC(=O)c2c(C)nc3ccc(Cl)cn23)cc1
  A: 7	B: 3%	C: -8%	D: -2%	E: -15%	F: ?

> CC(C(=O)NCCC1=CCCCC1)c1ccc([N+](=O)[O-])cc1 (configuration not stated)
  A: ?	B: .	C: -3%	D: -6%	E: 1%	F: -1%

> CN(C(=O)c1cccnc1)c1nc(-c2ccccc2)cs1
  A: 18	B: 0%	C: 3%	D: -8%	E: ?	F: 0%

> Cc1ccc(CN2CCN(C(=O)C3CCCO3)CC2)cc1 (configuration not stated)
  A: 4	B: -14%	C: 0%	D: -6%	E: 1%	F: -1%

> CCOC(=O)c1sc(-c2ccc(OC)cc2)cc1N
  A: 37	B: -19%	C: -1%	D: -8%	E: ?	F: ?

> COc1ccc(-c2nc3n(n2)C(c2ccc(OC)cc2)C(C(=O)Nc2cccnc2)=C(C)N3)cc1 (configuration not stated)
  A: -1	B: 2%	C: .	D: .	E: .	F: 15%

> CN=C1S/C(=C\c2c(OC)cc(OC)cc2OC)C(=O)N1C
  A: -35	B: -17%	C: -4%	D: 35%	E: -23%	F: -9%

> CCOC(=O)N1CCN(CC(O)COc2ccccc2[N+](=O)[O-])CC1 (configuration not stated)
  A: ?	B: 8%	C: -21%	D: -14%	E: 6%	F: 0%

> C=CCn1c(CCc2ccccc2)nnc1SCC(N)=O
  A: 4	B: 1%	C: 5%	D: -6%	E: -28%	F: -5%

> CCCn1cnc2cc(NCc3cccc(OC)c3)ccc21
  A: -1	B: -12%	C: -17%	D: -10%	E: ?	F: ?

> O=C(CCCNC(=O)/C(=C/c1ccccc1F)NC(=O)c1ccccc1)OCc1ccccc1
  A: -30	B: -6%	C: 5%	D: -25%	E: ?	F: -7%

> COc1ccc(Nc2c(-c3ccc(Cl)cc3)nc3cnccn23)cc1OC
  A: 30	B: -5%	C: .	D: .	E: .	F: 2%

> CN(C)CC1CSCCC1(O)c1ccc(Cl)cc1 (configuration not stated)
  A: 17	B: -28%	C: 1%	D: -23%	E: ?	F: 3%

> O=C(CSc1c2c(nc3cc(Cl)ccc13)CCCC2)NCc1ccccc1Cl
  A: -80*	B: -5%	C: .	D: .	E: .	F: -7%

> CC(C)(C)c1ccc(C(=O)NC(=O)COC(=O)c2ccco2)cc1
  A: -5	B: -2%	C: .	D: -20%	E: 15%	F: -24%

> O=C(NC(=O)c1ccccc1)Nc1ccc(-c2cc(C(F)(F)F)nn2-c2ccccc2)cc1
  A: -4	B: 7%	C: .	D: .	E: .	F: 0%

> COC(=O)c1ccc(NC(=O)CCN2C(=O)C3CC=CCC3C2=O)cc1 (configuration not stated)
  A: 18	B: -4%	C: .	D: -7%	E: 9%	F: ?

> COc1ccc(-c2[nH]c(-c3ccccc3)nc2SCC(=O)NCc2ccco2)cc1OC
  A: 20	B: -8%	C: -1%	D: -22%	E: ?	F: -14%

> COc1ccc(C(C(=O)NC2CCCC2)N(C(=O)c2snc(-c3ccc(F)cc3)c2N)c2ccc(OC)cc2)cc1 (configuration not stated)
  A: 0	B: 3%	C: 0%	D: -6%	E: ?	F: -10%

> O=C(Nc1sc2c(c1C(=O)O)CCC2)c1ccco1
  A: 74	B: 3%	C: -21%	D: -23%	E: 1%	F: ?

> CC(C)CCN1CCN(Cc2cnc(N3CCCC3)s2)CC1CCO (configuration not stated)
  A: 37	B: 6%	C: 3%	D: 2%	E: -7%	F: -1%

> O=C1CSC(c2cccc(F)c2)N1c1ccc(O)cc1 (configuration not stated)
  A: -33	B: -8%	C: -2%	D: -13%	E: -29%	F: -10%

> Cc1cccc(NC(=O)COc2ccccc2C(=O)NC(C)c2ccccc2)c1 (configuration not stated)
  A: .	B: ?	C: .	D: -30%	E: 10µM*	F: -7%

> Cc1cccc(C)c1NC(=O)CSC(=O)c1sc2ccccc2c1Cl
  A: 25	B: -2%	C: 7%	D: -33%	E: 14%	F: -2%

> Cc1cc(NC(=O)CSc2nnc(C(F)(F)F)n2C)no1
  A: -2	B: .	C: .	D: -16%	E: 19%	F: .

> CC(NC(=O)[C@H](C)N1C(=O)N2CCc3c([nH]c4ccccc34)[C@@]2(C)C1=O)c1ccccc1 (some centres not stated)
  A: -1	B: -9%	C: 16%	D: 113%[activator]	E: ?	F: ?

> CS(=O)(=O)N1Cc2ccccc2CC1C(=O)OCC(=O)Nc1ccc2ccccc2c1 (configuration not stated)
  A: 7	B: 0%	C: -6%	D: -16%	E: 11%	F: ?

> Cc1ccc(S(=O)(=O)N/N=C\c2ccccc2OCc2ccccc2)cc1
  A: -74*	B: 12%	C: -12%	D: -28%	E: ?	F: 4%

> CC1=N/C(=C/c2cc(Br)cc(Br)c2O)C(=O)O1
  A: -16	B: -14%	C: 12%	D: -43%	E: 5%	F: 0%

> CCOCCc1nnc(NC(=O)CN2C(=O)c3ccccc3C2=O)s1
  A: 8	B: 5%	C: -8%	D: -16%	E: -15%	F: -14%

> CCCn1c(SCC(=O)Nc2nonc2C)nnc1-c1ccoc1C
  A: ?	B: -26%	C: -1%	D: -6%	E: 2%	F: ?

> Cc1cc(N/N=C2\CC(C)CC(C)(C)C2)nc2ccccc12 (configuration not stated)
  A: ?	B: 12%	C: -10%	D: -16%[11.4 µM]	E: ?	F: ?

> COC(=O)c1ccc(Cl)c(NC(=O)CSc2nnc(-c3ccncc3)o2)c1
  A: -2	B: 3%	C: ?	D: -4%	E: 37%[activator]	F: 3%

> COc1ccc(NS(=O)(=O)c2cccc(NC(=O)NC3CCCCC3)c2)cc1
  A: -60*	B: -1%	C: 5%	D: -31%	E: ?	F: ?

> CCOC(=O)c1c(C)oc2nc(C)nc(NCCc3ccc(S(N)(=O)=O)cc3)c12
  A: -20	B: 10%	C: .	D: .	E: .	F: 23%

> Cc1nn(CC(=O)Nc2ccccc2)c(=O)c2ccccc12
  A: 55	B: 1%	C: 4%	D: -18%	E: 23%	F: -6%

> COC(=O)[C@H](Cc1c[nH]c2ccccc12)NC(=O)CCCc1c[nH]c2ccccc12
  A: -4	B: 12%	C: 10%	D: -18%	E: -1%	F: 1%

> Cc1ccc(NC(=O)N2CCc3ccccc3C2)c(C)c1
  A: 60	B: -24%	C: -13%	D: -20%	E: 2%	F: ?

> COc1ccc(CCNC(=O)c2ccc(COc3ccccc3OC)o2)cc1
  A: 2	B: -12%	C: 6%	D: 0%	E: ?	F: 1%

> O=C(CCNS(=O)(=O)c1ccc2c(c1)CCC(=O)N2)Nc1ccc2c(c1)OCCO2
  A: -25	B: -27%	C: -1%	D: -4%	E: -1%	F: -6%

> O=C(Nc1cccc(C(F)(F)F)c1)C1(c2ccccc2)CC1
  A: -12	B: 0%	C: 2%	D: -45%	E: -9%	F: -9%

> COC(=O)c1sc(NC(=O)c2ccc([N+](=O)[O-])o2)c(C#N)c1C
  A: 0	B: -34%	C: 8%	D: -16%	E: 11µM*	F: -4%

> CC(C)c1ccc(-n2cnn(-c3ncccc3[N+](=O)[O-])c2=O)cc1
  A: 162	B: .	C: -13%	D: 5%	E: ?	F: 2%

> O=C(Nc1ccc2c(c1)OCCO2)c1ccc(Br)cc1
  A: 17	B: 2%	C: -14%	D: -26%	E: ?	F: ?

> COc1ccc(Nc2nc(C)nc3c2nnn3Cc2ccccc2Cl)c(OC)c1
  A: 1	B: 3%	C: -8%	D: -11%	E: -18%	F: -7%

> COc1ccc(NC(=O)c2cc(-c3ccco3)on2)cc1
  A: 6	B: -24%	C: 6%	D: -28%	E: -15%	F: 2%

> CC(C)c1nnc(NC(=O)c2nc(S(=O)(=O)Cc3ccc(F)cc3)ncc2Cl)s1
  A: -102*	B: 25µM*	C: .	D: -39%	E: ?	F: -1%
